# GAA glycogen mod = alters human alpha-glucosidase cleavage of glycogen; P10253; recombinant GAA, glycogen substrate, Amplex Red glucose oxidase fluorescence; Potency, µM (highest dose often 76.4 µM), without a hit: at the top dose activity change, negative = inhibition, actives largely listed as inhibitors; 0.38% of 300,000 active; AID 2100; active means well fitted inhibition curve with a large enough effect; inconclusive means small, poorly fitted or top-dose-only effect, or another doubt; inactive means no such curve, though single readings can be large or run the other way;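 further: 0% = full enzyme reaction and -100% = no-enzyme basal signal; the screen sought inhibitors and activators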
#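 Natural-substrate format: glycogen cleavage by 4 nM human enzyme, glucose read by Amplex Red coupling (Ex 573, Em 610 nm). Normalized to enzyme and no-enzyme controls.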
# Starred values were filed as active, the others as inactive; ? = inconclusive; [ ] = another dose, or the depositor's remark. Potency means the concentration at half of the fitted maximal effect. Only part of the results is shown; count on the stated rates, not on these rows.
SMILES,GAA glycogen mod
Cc1ccc(S(=O)(=O)c2nnn3c2nc(NC2CCCCCC2)c2sccc23)cc1C,13%[76.3 µM]
COc1ccc(Cl)cc1N(CC(=O)NCCSc1ccccn1)S(=O)(=O)c1ccccc1,-1%[76.3 µM]
COc1cc(OC)cc(C(=O)NC(=S)Nc2ccc3oc(=O)ccc3c2)c1,4%[76.3 µM]
CCOC(=O)C1CCN(CC(C)(C)NS(=O)(=O)c2ccccc2)CC1,12%
COc1ccc2oc(=N)c(C(=O)Nc3cccc(C)c3C)cc2c1,6%[76.3 µM]
c1ccc(SCc2nc3ccccc3s2)nc1,4%
CCOc1cccc(C(=O)NC2=NCCS2)c1,-6%[76.3 µM]
CCC(=O)Nc1ccc(C(=O)NNC(=O)c2ccc(Cl)cc2)cc1,-8%[76.3 µM]
COc1ccccc1CN1CC(C(=O)N(C)Cc2ccc(C)o2)CCC1=O (configuration not stated),2%[76.3 µM]
CCc1ccccc1NC(=O)Cn1c(=O)n(-c2ccc(C)c(C)c2)c(=O)c2oc3ccccc3c21,-3%[76.3 µM]
CCN(CC)CCCN=C1N[C@@H](c2ccccc2)C(C(=O)OC)=C(C)N1CC,-7%[76.3 µM]
COc1ccc(NC(=O)c2ccc3[nH]c(=O)c(=O)[nH]c3c2)c(OC)c1,5%[76.3 µM]
Cc1ccc(NC(=O)CSc2nnc(-c3cnccn3)n2C)cc1C,-1%[76.3 µM]
CCCCn1c(SCC(=O)N2CCOCC2)nc2ccccc2c1=O,3%
O=C(CNC(=O)c1ccc(Cl)cc1)NC1CCCCC1,-11%[76.3 µM]
O=C(COc1ccccc1F)Nc1c2c(nn1-c1ccccc1)CS(=O)(=O)C2,4%[76.3 µM]
COc1ccc(C(=O)CN2C(=O)c3ccccc3S2(=O)=O)cc1Br,-11%[76.3 µM]
O=C(NC1CCSc2ccccc21)c1cc(S(=O)(=O)N2CCOCC2)ccc1F (configuration not stated),-1%[76.3 µM]
O=C(CCC(NC(=O)OCc1ccccc1)C(=O)O)OCc1ccccc1 (configuration not stated),0%
Cc1cn2c(=O)c(S(=O)(=O)Nc3ccc(OC(F)(F)F)cc3)c(C)nc2s1,-20%[76.3 µM]
S=C(NCCCCNC(=S)NCc1ccccc1)NCc1ccccc1,3%
CC(C)(C)C(=O)Nc1ccc2nc(SCCOc3ccccc3Cl)sc2c1,-9%[76.3 µM]
Cc1ccccc1NC(=O)c1ccc(CNS(=O)(=O)c2ccc3c(c2)C(C)(C)C(=O)N3C)cc1,0%[76.3 µM]
Cc1cc2nn(-c3ccc(Cl)cc3)nc2cc1N,-1%
COCCCNC(=O)c1c[nH]c2ccc(S(=O)(=O)N(C)c3ccccc3C)cc2c1=O,0%
CCN1CCN(c2nc3c(S(=O)(=O)c4ccc(C)cc4)nnn3c3ccsc23)CC1,-9%[76.3 µM]
CCn1c(SCC(=O)Nc2c(C)cccc2C)nnc1-c1nonc1NC(C)=O,-1%[76.3 µM]
CC(=O)N1CCOc2cc(S(=O)(=O)N3CCN(c4ccccc4)CC3)c(Cl)cc21,3%[76.3 µM]
CCOc1ccc(-n2c(C)nc3cc(C(=O)NCC4CCCO4)ccc32)cc1 (configuration not stated),5%[76.3 µM]
CC(NC(=O)CSc1ccccc1)c1ccccc1 (configuration not stated),-4%[76.3 µM]
COc1cccc(CNC(=O)C2=C(C)C(=O)OC23CCN(C(C)=O)CC3)c1OC,14%[76.3 µM]
Cc1cc(OCc2cc(C(=O)N(C)CCOc3ccccc3)no2)cc(C)c1Cl,7%[76.3 µM]
COc1ccc2nc(NC(=O)C3CCN(C(=O)c4ccc(F)cc4)CC3)sc2c1,-2%[76.3 µM]
CCc1ccc(N2CC(C(=O)NC3CCCCC3C)CC2=O)cc1 (configuration not stated),-2%
CC(NC(=O)Cn1c(-c2cccs2)cc2cc(F)ccc21)c1ccccc1 (configuration not stated),11%[76.3 µM]
Brc1cccc(-c2nc3cccnc3nc2-c2cccc(Br)c2)c1,1%[76.3 µM]
COc1ccc(CN2CCN(Cc3ccccc3F)CC2)cc1OC,-12%[76.3 µM]
O=C(Cn1cnc([N+](=O)[O-])n1)c1ccc(O)c(O)c1,-14%
Cc1ccc(OCCCCN2CCCCC2)c(C)c1,-3%[76.3 µM]
C/C(=N\NC(=O)c1ccc(Cl)c(Cl)c1)c1ccccn1,3%

# Molecules above containing fluorine, in the order listed:
SMILES,GAA glycogen mod
O=C(COc1ccccc1F)Nc1c2c(nn1-c1ccccc1)CS(=O)(=O)C2,4%[76.3 µM]
O=C(NC1CCSc2ccccc21)c1cc(S(=O)(=O)N2CCOCC2)ccc1F (configuration not stated),-1%[76.3 µM]
Cc1cn2c(=O)c(S(=O)(=O)Nc3ccc(OC(F)(F)F)cc3)c(C)nc2s1,-20%[76.3 µM]
COc1ccc2nc(NC(=O)C3CCN(C(=O)c4ccc(F)cc4)CC3)sc2c1,-2%[76.3 µM]
CC(NC(=O)Cn1c(-c2cccs2)cc2cc(F)ccc21)c1ccccc1 (configuration not stated),11%[76.3 µM]
COc1ccc(CN2CCN(Cc3ccccc3F)CC2)cc1OC,-12%[76.3 µM]

# The list continues.
SMILES,GAA glycogen mod
COC(=O)C(NC(=O)c1ccccc1C(=O)O)c1ccc2ccccc2c1 (configuration not stated),1%[76.3 µM]
O=C(Cc1ccc(Cl)cc1)Nc1cccc(C(=O)Nc2ccccc2C(=O)O)c1,0%
O=C(C(=O)N1CCCC1)c1c[nH]c2ccccc12,-2%
CCOc1ccc(CN(C)C(C)C(=O)NCc2ccccc2)cc1 (configuration not stated),1%
COc1ccc2[nH]c(C(=O)O)c(NS(=O)(=O)c3ccc(F)cc3)c2c1,?
COc1cc(CC(=O)N2CCC(n3nccc3NC(=O)C3CC3)CC2)cc(OC)c1OC,-8%[76.3 µM]
Cc1[nH]c2ccccc2c1C(=O)C(=O)NCCc1c[nH]c2ccccc12,-11%[76.3 µM]
N#Cc1nc(-c2ccc(COc3ccccc3)o2)oc1N1CCN(c2ccccc2)CC1,8%[76.3 µM]
Cc1ccc(NC(=O)CSc2nnnn2-c2cccnc2)c(C)c1,-8%
O=C(NC1CCCCC1)c1ccc(CS(=O)Cc2ccccc2Cl)o1 (configuration not stated),-1%[76.3 µM]
COc1c(C)cc(S(=O)(=O)NCCN2CCOCC2)c(C)c1C,3%[76.3 µM]
Cc1cccc(N(C)C(=O)CN(C)S(=O)(=O)c2ccc3[nH]c4c(c3c2)CCCC4)c1,-5%[76.3 µM]
Cc1nc(-n2nc(C)c(Cc3ccccc3Cl)c2C)sc1C(=O)N1CCC(C)CC1,13%[76.3 µM]
O=C(N/N=C\c1c(F)c(F)c(F)c(F)c1F)c1ccc(-c2ccccc2)cc1,4%[76.3 µM]
Cc1ccc2onc(CNC(=O)NCc3ccc(Cl)cc3)c2c1,0%[76.3 µM]
O=C(O)CN1C(=O)/C(=C\c2ccccc2OCc2ccc(F)cc2)SC1=S,-3%
CCC(C)(C)NC(=O)C(C(C)C)N(CC1CCCO1)C(=O)CNS(=O)(=O)c1ccccc1 (configuration not stated),6%
CCC1=C(c2ccc(C)cc2)S(=O)(=O)N=C1N1CCC(C(=O)NCCCN2CCCCC2)CC1,-1%[76.3 µM]
CCN(CC)CCNC(=O)Cn1c(=O)c2cccn2c2ccc(F)cc21,-6%
CC1CCCN(C(=O)CN2C(=O)CSc3ccc(S(=O)(=O)N4CCOCC4)cc32)C1 (configuration not stated),-8%[76.3 µM]
Cc1ccc(S(=O)(=O)N2CCN(c3ccccc3)CC2)c(C)c1,-20%[76.3 µM]
CN(C)CCCN(C(=O)c1ccc(Br)s1)c1nc2ccc(F)cc2s1,18%[76.3 µM]
COc1ccc(-c2nc(CN3CCN(C(=O)c4ccco4)CC3)c(C)o2)c(OC)c1C,0%[76.3 µM]
COc1cccc(C(=O)N/N=C(\C)c2ccc(NC(=O)Cc3ccccc3)cc2)c1OC,3%[76.3 µM]
CC(CNC(=O)CCS(=O)(=O)c1ccc2c(c1)NC(=O)CO2)c1ccccc1 (configuration not stated),1%[76.3 µM]
COc1ccc(-n2c(SCC(C)=O)nc3sc(C)c(C)c3c2=O)cc1,14%[76.3 µM]
COc1ccc(S(=O)(=O)N(CC(=O)NCc2ccncc2)c2cc(C)cc(C)c2)cc1OC,-7%
Cc1cc(NS(=O)(=O)c2ccc(NC(=O)c3cccnc3)cc2)nc(C)n1,1%
O=C(O)C(Nc1nc(C(F)(F)F)nc2ccccc12)c1ccccc1 (configuration not stated),5%[76.3 µM]
CCc1ccc(NS(=O)(=O)c2cc3c(cc2C)n(C)c(=O)c(=O)n3C)cc1,17%[76.3 µM]

# Sorted by SMILES length (largest number first): part of the list above.
SMILES,GAA glycogen mod
COc1cccc(C(=O)N/N=C(\C)c2ccc(NC(=O)Cc3ccccc3)cc2)c1OC,3%[76.3 µM]
CC(CNC(=O)CCS(=O)(=O)c1ccc2c(c1)NC(=O)CO2)c1ccccc1 (configuration not stated),1%[76.3 µM]
CN(C)CCCN(C(=O)c1ccc(Br)s1)c1nc2ccc(F)cc2s1,18%[76.3 µM]

# (next part)
SMILES,GAA glycogen mod
CCCNc1c(NS(=O)(=O)c2cccs2)c(=O)oc2ccccc12,-13%[76.3 µM]
Cc1nn(Cc2noc(C(=O)NCC3CCCO3)n2)c(C)c1Br (configuration not stated),-15%[76.3 µM]
O=C(CCc1ccccc1)Nc1ccc(NS(=O)(=O)c2ccccc2)cc1,-7%
O=C(N/N=C/c1ccc(O)cc1)c1cc(-c2ccccc2)nc2ccccc12,-12%
CC(C)C[C@H](NC(=O)[C@@H]1Cc2c([nH]c3ccccc23)C2c3ccccc3C(=O)N21)C(=O)NCC1CCCO1 (some centres not stated),-7%[76.3 µM]
CCc1nnc(SCC(=O)N(CC)c2ccccc2)c2cc3oc(C)cc3n12,-5%[76.3 µM]
O=C(Cn1c(=O)c2cccn2c2cccnc21)NCc1cccc(F)c1,-12%[76.3 µM]
COc1ccc2[nH]cc(CCNC(=O)c3ccc4ccccc4n3)c2c1,-1%[76.3 µM]
CC(C)(O)c1[nH]c2cc(F)ccc2c1C(C)(C)O,-9%[76.3 µM]
COc1cccc(NC(=S)NC(=O)Cc2ccc(Cl)cc2)c1,-12%[76.3 µM]
CC(C)n1cc(CN2CCCC(C(=O)Nc3cccc(-c4cc5ccccc5[nH]4)c3)C2)cn1 (configuration not stated),5%[76.3 µM]
O=C(CNC(=O)c1ccco1)N=Nc1c(O)[nH]c2ccc([N+](=O)[O-])cc12,-22%
CCOCc1cc(CN2CCC(CCC(=O)NC3CC3)CC2)ccc1OC,-2%[76.3 µM]
Cc1ccc2nc(Nc3ccc(C)c(Cl)c3)c3nncn3c2c1,-3%
COc1ccc(-c2cc(C(=O)Nc3ccc(F)cc3F)no2)cc1,-2%
CCOc1ccc(C2C(C#N)=C(N)N(N(C)C)C3=C2C(=O)CCC3)cc1 (configuration not stated),?
COc1cc(/C=C(/C#N)C(=O)NCc2ccccc2)cc(OC)c1OC,4%[76.3 µM]
CCc1nc2nc(C)c(NS(=O)(=O)c3ccc(Cl)s3)c(=O)n2[nH]1,7%
CN1CCN(C(=O)CCn2c(=O)c3cccn3c3cccnc32)CC1,1%[76.3 µM]
Cc1cc(C)cc(C(=O)Nc2ccc(NC(=O)c3cccs3)cc2)c1,3%[76.3 µM]
COc1ccccc1NCc1cc(=O)oc2c(C)c(O)ccc12,-5%[76.3 µM]
COc1ccc(CCC(=O)NCCOc2ccc(Cl)cc2)cc1,-6%
CCOc1ccc(NC(=O)CCC(=O)NNC(=O)COc2ccc(C)cc2Br)cc1,4%[76.3 µM]
COCc1c(C(=O)N/N=C(/C)c2cccs2)nnn1-c1nonc1N,-21%
COc1ccc(N(C(=O)c2ccc(S(=O)(=O)N3CCCC3)cc2)C2C=CS(=O)(=O)C2)cc1 (configuration not stated),-1%[76.3 µM]
O=C(C1CC1)N1N=C(c2ccccc2)CC1(O)C(F)(F)C(F)(F)F (configuration not stated),12%[76.3 µM]
O=C(c1ccc(Cl)cc1)C1CCN(CC(=O)N2CCCCC2)CC1,-4%[76.3 µM]
Cc1ccc(OCCCCN2CCc3ccccc3C2)cc1,-11%[76.3 µM]
CSc1ccccc1NC(=O)CCn1c(=O)oc2ccccc21,5%[76.3 µM]
COc1ccc(/C=N/NC(=O)c2ccc[nH]2)cc1,-2%
CCSCc1nc(N)nc(NCCc2ccccc2)n1,-14%[0.611 µM]
CC(=O)C1=C(O)C(=O)N(c2ccc(Br)cn2)C1c1ccccc1[N+](=O)[O-] (configuration not stated),3%
O=C(CSc1nc(Nc2ccccc2)nc(N2CCOCC2)n1)Nc1ccc(Br)cc1F,1%[76.3 µM]
COc1ccc(OCCSc2ncc(CO)n2C)cc1,4%
CCC(C)(C)c1nnc(NC(=O)C2CC(=O)N(CCc3ccc(F)cc3)C2)s1 (configuration not stated),-9%[76.3 µM]
Nc1nc(N2CCN(c3ccccn3)CC2)nc2ccccc12,1%
COc1cc(/C=N/NC(=O)c2cccc(NC(=O)c3ccccc3C)c2)ccc1O,-11%
CC(C)CCn1c(=O)c2sccc2n2c(CCCC(=O)NCc3ccc(F)cc3)nnc12,-3%[76.3 µM]
CCOc1ccc(N(CC(=O)Nc2ccc(C)cc2C)S(C)(=O)=O)cc1,-7%[76.3 µM]
CCOC(=O)c1cnc2ccc(C(=O)OC)cc2c1NCCCN1CCOCC1,0%[76.3 µM]

# Overlap with the part before: 2 entries, followed by the next part.
SMILES,GAA glycogen mod
CCOc1ccc(N(CC(=O)Nc2ccc(C)cc2C)S(C)(=O)=O)cc1,-7%[76.3 µM]
CCOC(=O)c1cnc2ccc(C(=O)OC)cc2c1NCCCN1CCOCC1,0%[76.3 µM]
COc1ccc(CCNC(=O)CCSCc2ccccc2F)cc1OC,-2%
CCOC(=O)C1CCN(S(=O)(=O)c2ccc3[nH]c4c(c3c2)CCCC4)CC1,-3%[76.3 µM]
CCOc1ccccc1NS(=O)(=O)c1csc(C(N)=O)c1,3%
O=C(NC1C2CC3CC(C2)CC1C3)C1CCCCC1 (configuration not stated),-12%[76.3 µM]

# High-throughput results (PubChem BioAssay)
